All columns: NCI-60 one-dose screen, growth in % after 48 h at 10 µM unless noted; 100 = growth as untreated, 0 = no growth, -100 = all killed.
MDA-MB-468: MDA-MB-468 breast cancer; 8.5% of 78,000 active
MDA-MB-231: MDA-MB-231 breast cancer; 5% of 81,000 active; AID 1794789
BT-549: BT-549 breast cancer. 4.4% of 78,000 active
MCF7: MCF7 breast cancer; 6.3% of 82,000 active
SK-MEL-28: SK-MEL-28 melanoma. 4.1% of 81,000 active. AID 1794761
LOX IMVI: LOX IMVI melanoma. 7.4% of 79,000 active
T-47D: T-47D breast cancer; 5% of 79,000 active
HS 578T: HS 578T breast cancer; AID 1794788; 4.1% of 78,000 active
Numbers without * were called inactive; · = not tested or not shown. How the source made its calls: active means growth percent below 10; inactive means the rest.

no.	Compound	MDA-MB-468	MDA-MB-231	BT-549	MCF7
1	CCOC(=O)c1nn(C2CCCCO2)c2ccc(NC(=O)COc3cccc4cccnc34)cc12 (stereo not drawn)	112	90	94	97
2	CCOC(OCC)c1ccc(OC)cc1	103	99	105	105
3	N#Cc1ccc(C(=O)CSc2nnc3n4c(nn23)SCC(c2ccccc2)=N4)cc1	111	93	109	92
4	O=C(CSc1nnc(-c2c[nH]c3ccccc23)o1)Nc1cc([N+](=O)[O-])ccc1F	·	101	113	90
5	CC/C=C\C[C@H](O)C/C=C1/C(=O)C=C[C@]1(C)C/C=C\CCCC(=O)OC	99	105	104	92
6	CC(NC(=O)C(C)Oc1ccc(Cl)cc1Cl)C(=O)O (stereo not drawn)	·	97	108	99
7	O=C(CCCCCNC(=O)c1cc(=O)c(O)co1)Nc1ccccc1	108	101	96	89
8	Cc1ccc(S(=O)(=O)Oc2ccccc2-c2ccccc2)cc1	-3.1*	56	44	16
9	SCCCCCCCCCCS	102	116	104	98
10	C/C(=N\N=C1/C(=O)Nc2ccccc21)c1ccc2c(c1)Nc1ccccc1S2	35	39	44	22

no.	SK-MEL-28	LOX IMVI	T-47D	HS 578T
1	107	99	94	102
2	102	100	118	116
3	108	101	99	108
4	119	116	102	116
5	112	92	84	110
6	113	·	108	·
7	104	93	104	108
8	31	36	37	-21*
9	100	98	112	117
10	75	·	27	72

Other entries follow:
no.	Compound	MDA-MB-468	MDA-MB-231	BT-549	MCF7
11	COC1=CC(n2cccc2)=N/C1=C\c1[nH]c(C)c(C(=O)OCc2ccccc2)c1C	74	83	118	55
12	CCC(=O)Oc1ccc(C(C)(C)C)cc1	109	111	109	96
13	CC(=O)Nc1ccc(/C=N\NC(=O)CCCC(=O)N/N=C/c2ccc(NC(C)=O)cc2)cc1	105	110	115	100
14	COc1cccc(/C=N/NC2=NC3C(N2)N(C)C(=O)N3C)c1O (stereo not drawn)	106	98	103	99
15	COc1ccc(-c2csc(NC(=O)c3ccc(O)c(O)c3)n2)cc1	61	52	73	66
16	COC(=O)C1NN(c2ccc(S(N)(=O)=O)cc2)c2nc3nc(-c4cccs4)cc(-c4cccs4)c3c(=O)n21 (stereo not drawn)	90	62	53	67
17	O=C1CCCC2=C1C(c1cccc(F)c1)c1cc3c(cc1N2CCO)OCO3 (stereo not drawn)	105	112	95	84
18	CCCOC(=O)c1ccc2c(c1)[N+](=O)C(C(=O)c1ccccc1)=C(C)[N+]2=O	50	95	90	84
19	O=C1/C(=C/C=C/c2ccco2)SC(=S)N1CCc1ccc(O)cc1	53	91	99	86
20	COc1ccc(/C=C(/C(=O)N2CCN(Cc3ccccc3)CC2)c2cc(OC)c(OC)c(OC)c2)cc1	99	96	100	100

no.	SK-MEL-28	LOX IMVI	T-47D	HS 578T
11	97	86	66	112
12	107	105	107	94
13	117	108	·	100
14	101	94	·	92
15	104	78	51	94
16	76	48	59	39
17	105	100	100	103
18	103	96	66	102
19	101	96	56	92
20	115	97	96	95

More structures follow.
no.	Compound	MDA-MB-468	MDA-MB-231	BT-549	MCF7
21	CCCCCOC(=O)c1ccc(NC(=O)CNCCC)cc1	106	63	71	90
22	CS(=O)(=O)Nc1ccccc1N	103	108	110	101
23	O=C(OCc1nc2nc(Cl)nc(N3CCOCC3)c2[nH]1)N1CCCCC1	97	101	92	99
24	CCCN1COC(OCC)C(C)(C)C1 (stereo not drawn)	94	132	110	95
25	COc1cc(-c2ccc[nH]2)[nH]c1/C=C1\N=C(C)C(C(=O)CCCCC(=O)Nc2ccc(-c3c4nc(c(-c5ccccc5)c5ccc([nH]5)c(-c5ccccc5)c5nc(c(-c6ccccc6)c6ccc3[nH]6)C=C5)C=C4)cc2)=C1C	108	106	103	100
26	Clc1ccc2nc3nc4ccc[nH]c4cc3c2c1	-32*	100	98	6.5*
27	CCOC(=O)c1nc(Nc2cc(C)[nH]n2)c2ccccc2n1	55	108	97	82
28	O=C(CSC1CCc2ccccc21)NNC(=O)Nc1ccc(Cl)cc1 (stereo not drawn)	88	74	98	91
29	Nc1nc(Nc2ccccc2)n(Cc2c(F)cccc2F)n1	90	85	98	97
30	COc1ccc(S(=O)(=O)NCCCNc2cc(-c3cn(-c4ccccc4)nc3-c3ccccc3)ccn2)cc1	46	49	59	49

no.	SK-MEL-28	LOX IMVI	T-47D	HS 578T
21	115	94	90	88
22	114	101	116	100
23	104	102	90	106
24	100	101	99	109
25	101	100	111	73
26	111	92	22	92
27	93	97	82	71
28	109	74	84	105
29	101	82	84	85
30	81	60	26	62

The list continues:
no.	Compound	MDA-MB-468	MDA-MB-231	BT-549	MCF7
31	Cc1nc2cc(Nc3nc(Nc4ccc(F)cc4)nc(-c4cccs4)n3)ccc2n1Cc1ccccc1	33	69	70	33
32	Cc1ccc2c(/C=C/C(=O)c3cc(CN4CCOCC4)c(O)c4nc(C)ccc34)cc(CN3CCOCC3)c(O)c2n1	-40*	11	13	4.7*
33	C#CCOc1ccc(C(Nc2ccc(F)c(F)c2)c2nnnn2C2CCCCC2)cc1 (stereo not drawn)	86	79	82	81
34	C1CCC(OC2CSC2)OC1 (stereo not drawn)	114	105	110	104
35	O=c1c2cccc(F)c2sc2c(NCc3ccccc3)nc3ccccc3c12	32	84	95	43
36	O=C1c2c(c3c4cc(O)ccc4oc3c3[nH]c4ccccc4c23)C(=O)N1O	-49*	26	-9.4*	6.1*
37	CCOC(=O)/C(=C\CC/C(C)=C/CC/C(C)=C/CCc1ccsc1)CC(=O)O	98	128	109	90
38	Clc1ccc(C2=Nn3c(N/N=C/c4ccco4)nnc3SC2)cc1	97	116	102	69
39	COC(=O)C1CC(n2cc(S(=O)(=O)c3ccc(C)cc3)nn2)CN1C(=O)c1cc(OC)c(OC)c(OC)c1 (stereo not drawn)	112	105	106	88
40	COc1ccc2c(c1C)CCC(C)(C#N)C2=O (stereo not drawn)	98	109	115	97

no.	SK-MEL-28	LOX IMVI	T-47D	HS 578T
31	74	65	23	50
32	-20*	-67*	9.3*	30
33	108	90	80	81
34	109	101	99	110
35	108	90	64	98
36	19	-68*	-17*	-8.7*
37	110	·	85	107
38	110	103	94	104
39	100	110	106	102
40	98	·	93	105

Following part:
no.	Compound	MDA-MB-468	MDA-MB-231	BT-549	MCF7
41	O=c1nc(N2CCOCC2)oc2c(-c3cccc4ccccc34)cccc12	77	93	85	90
42	COc1ccc(-c2nc(-c3ccccn3)c(-c3ccccn3)n2CC(C)C)cc1OC1CCCC1	-11*	31	39	11
43	COc1ccc(C(=O)CC2c3ccccc3NC(=O)N2Cc2ccccc2)cc1OC (stereo not drawn)	112	90	113	93
44	N=C(N)SCc1cc2c(cc1Br)OCO2	98	104	95	85
45	Nc1ccc2ccc(NS(=O)(=O)N3CCCCC3)cc2c1	7.8*	12	29	18
46	COc1ccc(-c2nc(SCC(C)C)nc(Nc3ccc(/C(C)=N\NC(N)=S)cc3)c2C#N)cc1	52	48	92	53
47	COc1ccc(-c2nnc3n(C)c(=O)c4ccccc4n23)cc1N	-6.6*	41	31	19
48	CCc1cccc(CC)c1NC(N)=S	79	106	77	99
49	CCCC(C)(NC(=O)c1ccccc1)C(=O)O (stereo not drawn)	108	103	96	95
50	O=C1CN(/N=C/c2ccco2)C(=O)N1	99	101	97	97

no.	SK-MEL-28	LOX IMVI	T-47D	HS 578T
41	94	80	80	84
42	36	21	21	43
43	·	106	87	110
44	89	88	·	96
45	56	47	47	21
46	78	46	82	58
47	54	38	24	32
48	82	103	99	61
49	102	100	105	97
50	110	107	105	·

More records follow.
no.	Compound	MDA-MB-468	MDA-MB-231	BT-549	MCF7
51	CCc1nc2ccccc2[nH]1	109	103	·	89
52	COc1cc(/C=C/C(=O)c2ccc(B(O)O)cc2)cc(OC)c1OC	54	99	81	37
53	CN1CCN(C(=S)S)CC1	119	106	108	99
54	O=C1N(CCc2ccccc2)c2ccc(Br)cc2C12NN=C(c1ccccc1)S2 (stereo not drawn)	39	53	58	36
55	CC(CCN1CN(CCC(C)CC(C)(C)C)CN(CCC(C)CC(C)(C)C)C1)CC(C)(C)C (stereo not drawn)	78	101	114	107
56	CCOC(=O)Nc1cc(Cl)ccc1Cl	106	100	130	104
57	CCCCCOC(=O)Nc1ncccn1	93	102	105	96
58	CCCCn1c(C)nc2cc(Nc3nc(N4CCCC4)nc4nc[nH]c34)ccc21	78	73	95	83
59	CCOc1ccc(NC(=O)CC(C)=O)cc1	102	98	101	99
60	CCCOC(c1ccc2c(c1)OCO2)C(C)Br (stereo not drawn)	104	107	96	102

no.	SK-MEL-28	LOX IMVI	T-47D	HS 578T
51	105	107	123	94
52	84	47	85	95
53	115	88	93	·
54	62	43	45	53
55	112	101	98	104
56	111	104	116	107
57	106	98	96	108
58	104	97	81	81
59	113	107	96	100
60	99	87	87	·

The list continues.
no.	Compound	MDA-MB-468	MDA-MB-231	BT-549	MCF7
61	CS(=O)(=O)c1ccc(-c2nc3ccccn3c2-c2nc3ccc([N+](=O)[O-])cc3[nH]2)cc1	104	86	122	85
62	CC1=C(C)C(=O)C(Nc2cccc(C(=O)OC(C)(C)C)c2)=C(Br)C1=O	-54*	-36*	93	27
63	O=C(O)CCCSc1nc(-c2ccc(Cl)cc2)cc(-c2ccc(Cl)cc2)n1	128	111	75	97
64	CCOC(=O)c1cc2c(nc1OC)-c1cnn(-c3ccc(Cl)cc3)c1CC2	79	93	62	85
65	CC(=O)OCC1OC(OC(C)=O)C(OC(C)=O)C1OC(C)=O (stereo not drawn)	107	98	97	90
66	COc1ccc(-c2nc3sc(C)nn3c2/C=C2/C(=O)Nc3ccccc32)cc1	109	100	93	80
67	COc1ccc(C(=O)Nc2cccc(Cl)c2)cc1	90	98	·	94
68	CC(CCC(=O)O)(c1ccc(OC(=O)Nc2ccccc2Cl)cc1)c1ccc(OC(=O)Nc2ccccc2Cl)cc1	112	98	99	102
69	CCOc1ccccc1/C=C/C(=O)CCC(=O)O	·	111	97	101
70	CC(=O)Nc1cc(C)cc(C)c1	106	106	103	98

no.	SK-MEL-28	LOX IMVI	T-47D	HS 578T
61	98	100	91	100
62	101	35	-0.5*	93
63	113	98	91	103
64	79	66	62	90
65	105	102	91	104
66	102	83	84	·
67	103	94	·	94
68	105	95	96	106
69	113	100	103	116
70	114	91	105	122

A few values from the results shown:
cpd 8 – MDA-MB-468: -3.1*
cpd 5 – T-47D: 84
cpd 64 – MDA-MB-468: 79
cpd 9 – HS 578T: 117
cpd 42 – T-47D: 21

Next entries follow:
no.	Compound	MDA-MB-468	MDA-MB-231	BT-549	MCF7
71	CN1C(=O)N(C)C2Nn3c(s/c(=C\c4ccc(F)cc4)c3=O)=NC21 (stereo not drawn)	105	110	99	104
72	O=C1/C(=C/c2ccccn2)Nc2cc3c(cc21)OCO3	93	95	101	90
73	COc1cc(/C=N/NC(=S)NNC(=S)NC2CCCCC2)cc(OC)c1OC	94	77	105	92
74	Cc1cccc([N+](=O)[O-])c1Cl	92	113	100	105
75	CC(=O)NCc1ccc(S(N)(=O)=O)cc1	87	118	88	100
76	N#Cc1c2ccccc2c2n1-c1ccccc1OC(c1ccccc1)C2=O (stereo not drawn)	66	22	9.3*	72
77	O=[N+]([O-])c1cccc(C2NC(=S)Nc3c2sc2ccc(Cl)cc32)c1 (stereo not drawn)	94	76	100	72
78	CCO[Si](CC)(OCC)OCC	106	101	·	100
79	CCCCCCSc1ncnc2nc[nH]c12	67	97	83	95
80	O=[N+]([O-])c1cc(Cl)ccc1-n1cc(COc2ncnc3c2cnn3-c2ccccc2)nn1	100	95	96	90

no.	SK-MEL-28	LOX IMVI	T-47D	HS 578T
71	109	101	93	96
72	112	96	97	82
73	99	·	70	106
74	107	101	103	98
75	105	97	·	88
76	94	9.9*	23	40
77	108	92	70	89
78	110	104	97	112
79	101	80	73	102
80	103	98	·	102

New compounds follow.
no.	Compound	MDA-MB-468	MDA-MB-231	BT-549	MCF7
81	CCCCCCCCC(CC)(CCCC)C(=O)O (stereo not drawn)	85	110	88	96
82	COc1cc(C2C3CCc4ccccc4C3=NN2C(C)=O)cc(OC)c1OC (stereo not drawn)	·	109	101	127
83	CCOc1ccc(NC(=O)Nc2cc(C(C)C)c(O)cc2C)cc1	114	111	125	106
84	O=c1[nH][nH]c2c([N+](=O)[O-])ccc(F)c12	81	119	106	83
85	N#Cc1c(NC(=O)Nc2ccc(Cl)c(C(F)(F)F)c2)sc2c1CCCC2	97	93	95	93
86	FC(F)(F)c1cccc(-c2cn3ccnc3c(-c3ccc4ncn(C5CCCCC5)c4c3)n2)c1	107	78	109	80
87	C/C(=C(/C)C1CC1CCN(C(=O)c1ccccn1)S(=O)(=O)c1ccc(C)cc1)C1CCCCC1 (stereo not drawn)	76	92	120	75
88	CCC(O)c1ccco1 (stereo not drawn)	94	113	118	95
89	CCSc1nnc2c3c4c(sc3nc(-c3cccnc3)n12)CCCCCC4	100	100	109	91
90	C=C(C)[C@@H]1CC[C@]2(C(=O)Nc3ccccn3)CC[C@]3(C)[C@H](CC[C@@H]4[C@@]5(C)CCCNC(C)(C)[C@@H]5CC[C@]43C)[C@@H]12	-14*	50	26	8.2*
91	NC(=O)n1cccn1	97	104	123	107

no.	SK-MEL-28	LOX IMVI	T-47D	HS 578T
81	103	96	·	105
82	98	104	110	90
83	142	102	82	132
84	107	101	114	99
85	105	102	78	88
86	108	97	48	100
87	97	98	79	102
88	103	105	91	104
89	100	101	85	116
90	32	11	26	27
91	109	105	112	103

Fetched one by one from the entries so far (4):
no.	Compound	MDA-MB-468	MDA-MB-231	BT-549	MCF7
88	CCC(O)c1ccco1 (stereo not drawn)	94	113	118	95
90	C=C(C)[C@@H]1CC[C@]2(C(=O)Nc3ccccn3)CC[C@]3(C)[C@H](CC[C@@H]4[C@@]5(C)CCCNC(C)(C)[C@@H]5CC[C@]43C)[C@@H]12	-14*	50	26	8.2*
82	COc1cc(C2C3CCc4ccccc4C3=NN2C(C)=O)cc(OC)c1OC (stereo not drawn)	·	109	101	127
83	CCOc1ccc(NC(=O)Nc2cc(C(C)C)c(O)cc2C)cc1	114	111	125	106

no.	SK-MEL-28	LOX IMVI	T-47D	HS 578T
88	103	105	91	104
90	32	11	26	27
82	98	104	110	90
83	142	102	82	132
